High-throughput results: PubChem, several laboratories
Hsp70 act – Hsp70 transcriptional activators, primary screen, cell-based, HeLa, Hsp70 promoter luciferase, luminescence, 10 µM; AID 1203, 2008; hit rate 0.04% among 200,000; HeLa Hsp70 promoter luciferase reporter; scaled: vehicle 0, proteasome-inhibitor control 100%; activation, % at 10 µM;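 active means activation above the mean across all tested compounds plus 3 SD, cutoff set per campaign, cut at about 5.5% in these data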;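 further: 100% = MG132 at 30 µM as the positive control and 0% = DMSO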
TLR4-MyD88 BLA – inhibitors of TLR4-MyD88 association in cells, primary screen, cell-based, HeLa CL3-4, BLA complementation, FRET ratio; Toll-like receptor 4 (Homo sapiens) + Myeloid differentiation primary response protein …; HeLa CL3-4 TLR4/MyD88 BLA complementation; inhibition, % at 8.4 µM; hit rate 0.18% among 200,000; AID 861, 2007; in the data active means inhibition above about 25%;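 further: 0% = vehicle and 100% = reference inhibitor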
Target sequence (O00206 whole entry, looked up): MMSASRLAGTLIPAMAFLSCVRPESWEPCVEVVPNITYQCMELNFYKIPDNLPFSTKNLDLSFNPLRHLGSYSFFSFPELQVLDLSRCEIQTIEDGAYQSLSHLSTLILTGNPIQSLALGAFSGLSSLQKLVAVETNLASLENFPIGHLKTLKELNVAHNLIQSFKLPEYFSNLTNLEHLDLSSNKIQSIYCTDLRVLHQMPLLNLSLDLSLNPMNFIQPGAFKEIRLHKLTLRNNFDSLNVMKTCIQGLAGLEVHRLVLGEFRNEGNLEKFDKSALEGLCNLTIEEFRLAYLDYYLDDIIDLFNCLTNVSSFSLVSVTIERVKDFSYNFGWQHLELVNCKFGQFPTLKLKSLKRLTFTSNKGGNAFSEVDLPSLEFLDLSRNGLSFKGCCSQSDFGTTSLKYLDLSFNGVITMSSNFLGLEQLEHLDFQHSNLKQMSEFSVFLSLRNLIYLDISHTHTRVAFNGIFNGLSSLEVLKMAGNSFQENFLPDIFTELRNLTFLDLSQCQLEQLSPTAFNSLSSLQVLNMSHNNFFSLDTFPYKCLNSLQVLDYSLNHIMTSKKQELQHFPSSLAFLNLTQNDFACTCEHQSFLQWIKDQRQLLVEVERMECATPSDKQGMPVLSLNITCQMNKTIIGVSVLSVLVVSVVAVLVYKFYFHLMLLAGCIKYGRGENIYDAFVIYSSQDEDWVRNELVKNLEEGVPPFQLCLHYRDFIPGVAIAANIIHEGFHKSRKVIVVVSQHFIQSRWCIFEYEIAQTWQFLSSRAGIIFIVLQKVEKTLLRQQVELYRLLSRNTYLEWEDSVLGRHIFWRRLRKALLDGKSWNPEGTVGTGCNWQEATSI
Target sequence (Q99836 whole entry, looked up): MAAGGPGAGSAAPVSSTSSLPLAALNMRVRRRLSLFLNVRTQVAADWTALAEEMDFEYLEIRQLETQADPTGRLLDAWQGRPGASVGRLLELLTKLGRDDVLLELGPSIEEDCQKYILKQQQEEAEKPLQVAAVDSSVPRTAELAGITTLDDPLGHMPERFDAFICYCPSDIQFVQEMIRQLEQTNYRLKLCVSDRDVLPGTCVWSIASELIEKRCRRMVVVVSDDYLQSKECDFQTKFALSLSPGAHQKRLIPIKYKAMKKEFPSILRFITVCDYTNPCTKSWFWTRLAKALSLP
DTT redox prof – compounds producing H2O2 with reducing agent – biochemical, NIH compound library profiling, artefact control for MLSCN library redox annotation, primary screen | DTT-dependent redox cycling H2O2, phenol red/HRP absorbance; 100% = 100 µM peroxide control, 0% = buffer | activation, % at 10 µM | hit rate 0.03% among 200,000;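 active means activation of at least 50% relative to the plate's high and low controls in the primary single-dose screen; inactive means activation below 50%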;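 further: compound incubated with DTT at 0.8 mM final as the reducing agent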
STAT1 act – STAT1 signaling activators, primary screen, cell-based, HTS, luciferase reporter; NIH 3T3 STAT1-luciferase reporter, IFN-gamma, luminescence; 100% = IFN-gamma alone, no compound; activation (% of control), % at 5.5 µM; hit rate 2.6% among 200,000;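 active means activation above the screen-wide mean activation plus 3 SD, cut at about 130% in these data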;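 further: raw ratio to IFN-gamma control signal so 100% means no change and 0% no light; values of inactives mirror those of a sister screen read the other way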
NF-kB neuron act – activators of NF-kB expression in neurons, primary screen, cell-based, HTS. human neuronal cells, NF-kB reporter expression; active compounds read high. fold change at 12.5 µM. hit rate 1.6% among 190,000. AID 1239, 2008; in the data active means fold change above about 3.3
STAT3 act – IL-6 driven STAT3 reporter potentiators, primary screen, U3A cells, luciferase, luminescence, MLSCN library | IL-6 STAT3-luciferase reporter; 100% = signal with IL-6 EC80 alone | activation (% of control), % at 5.6 µM | AID 871, 2007 | hit rate 0.91% among 190,000;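 active means activation above the screen-wide mean of compound activation plus 3 SD, cut at about 130% in these data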;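 further: 0% = background luminescence of wells with medium and substrate only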
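Test system: STAT3-luciferase reporter U3A cells; Detection: reporter luminescence signal; Times: 1 h compound pre-exposure, 6 h IL-6 stimulation, 37 °C; Benchmarks: IL-6-only high control; Also added: IL-6 stimulus at 33 ng/mL final.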
STAT1 inh – STAT1 signaling inhibitors, primary screen, cell-based, HTS, luciferase reporter | NIH 3T3 STAT1-luciferase reporter, IFN-gamma, luminescence | inhibition, % at 5.5 µM | hit rate 0.35% among 200,000;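 active means inhibition above a set limit, the mean inhibition across all tested compounds plus 3 SD, cut at about 34% in these data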;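 further: 0% = IFN-gamma with DMSO and 100% = IFN-gamma with 300 µM nifuroxazide; values of inactives mirror those of a sister screen read the other way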
APP 5'UTR act – activators of APP 5'UTR luciferase reporter, primary screen, SH-SY5Y cells. activation, % at 2 µM. hit rate 1% among 190,000. AID 1276, 2008. SH-SY5Y APP 5'UTR luciferase reporter, luminescence; zero percent = DMSO vehicle wells;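 active means activation above a set limit, based on mean plus 3 SD of controls, cut at about 140% in these data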; further: values of inactives mirror those of a sister screen read the other way
Efa HMGR inh – inhibitors of E. faecalis class II HMGR, primary screen, biochemical, Enterococcus faecalis; purified E. faecalis HMGR, NADPH absorbance 340 nm kinetic; inhibition, % at 10 µM; hit rate 0.41% among 190,000;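 active means inhibition above a set limit, the median over all tested compounds plus 3 SD, cut at about 9.5% in these data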;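 further: enzyme runs in reverse so mevalonate oxidation gives rising NADPH absorbance; 0% = complete reaction with DMSO and 100% = background rate lacking mevalonate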
STAT3 inh – IL-6 driven STAT3 reporter inhibitors, primary screen, U3A cells, luciferase, luminescence, MLSCN library | inhibition, % at 5.5 µM | hit rate 0.89% among 190,000 | IL-6 STAT3-luciferase reporter; host cell line lacks STAT1;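 active means inhibition above the mean inhibition across all screened compounds plus 3 SD, cut at about 44% in these data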;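 further: 0% = DMSO only wells and 100% = 100 µM nifuroxazide control wells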
* = called active by the depositor; · = not tested or not shown. An unsorted share of the library; any-hit rate near 5.6%.

SMILES | Hsp70 act | TLR4-MyD88 BLA | DTT redox prof | STAT1 act | NF-kB neuron act | STAT3 act | STAT1 inh | APP 5'UTR act | Efa HMGR inh | STAT3 inh
Cc1ccc(O)c(C(=O)c2cnc3c(c2)c(=O)n(C)c(=O)n3C)c1 | -0.3 | -18 | 0.1 | 102 | 0.81 | 93 | -3 | -5 | -1 | 17
CC(=O)N1CCc2cc(S(=O)(=O)NC(C(=O)NC3CCCc4ccccc43)C(C)C)ccc21 (stereo not drawn) | -0.2 | 4 | -2.4 | 90 | 1 | 96 | 12 | -13 | -3 | 11
COc1cccc(N=c2oc3c(C)ncc(CO)c3cc2C(N)=O)c1 | 0.8 | -15 | 0.7 | 102 | 1 | 95 | -2 | 16 | -4 | 9
O=C(NC(=S)Nc1ccc(S(=O)(=O)N2CCCC2)cc1)C1CC1 | 0.2 | -23 | -0.3 | 95 | 0.99 | 104 | 6 | -14 | 1 | 5
Clc1ccc(CNCCC2=CCCCC2)cc1 | -0.1 | 2 | 0.4 | 95 | 1.2 | 102 | 5 | 0 | -9 | -4
CN1C(=O)/C(=C/c2cc(N=Nc3ccccc3)ccc2O)SC1=S | -0.1 | 2 | -1.4 | 100 | 0.76 | 113 | 0 | 0 | -1 | -8
CCNC(=O)CSc1nc(-c2ccc(F)cc2)cs1 | -0.2 | 2 | -0.5 | 117 | 1.8 | 92 | -21 | 23 | -3 | 17
CN(C)C(=O)N1CCC(C(=O)NCc2ccccc2Cl)CC1 | -0.2 | -14 | -0.6 | 106 | 1 | 103 | -7 | 15 | -6 | 3
CC1(C)CC(=O)C=C(NCCN2CCN(C(=O)Nc3ccccc3)CC2)C1 | -0.1 | -1 | 1.1 | 102 | 1.1 | 98 | -2 | 7 | 0 | 4
CN(C)/C=C/C(=O)c1ccccc1OCc1cnc(Cl)s1 | -0.3 | 12 | -0.1 | 104 | 1.8 | 105 | -7 | 24 | -1 | 1
COC(=O)c1ccc(N2OC3(C)C=CC2CC3)cc1 (stereo not drawn) | -0.1 | -12 | -0.1 | 120 | 1.1 | 101 | -23 | 28 | -5 | -2
CCOC(=O)Cn1nc(C)c(NC(=O)COc2ccc([N+](=O)[O-])c(C)c2)c1C | -0.3 | -9 | -0.5 | 88 | 1.1 | 90 | 11 | 12 | -6 | 21
Cc1ccc2cc(CCNC(=O)c3cc4ccccc4o3)c(=O)[nH]c2c1C | -0.2 | 7 | -1.4 | 88 | 0.87 | 98 | 13 | 1 | -1 | 8
CC/C(=N/O)c1cnnc(SC)n1 | -0.3 | -4 | -0.4 | 99 | 1 | 92 | 2 | 13 | -1 | 7
CCOc1ncccc1C(=O)OCC(=O)Nc1ccc(C(C)C)cc1 | -0.3 | -2 | -0.2 | 102 | 1.4 | 104 | -2 | -9 | -2 | 0
Cc1cc(NC(=O)c2cccs2)n(-c2nc3ccccc3[nH]2)n1 | -0.3 | 12 | -1.1 | 109 | · | 90 | -10 | -10 | 0 | 17
O=C(NCc1ccccc1)C(c1ccco1)N(C(=O)c1ccccn1)c1ccc(F)cc1 (stereo not drawn) | 0.0 | 12 | -0.4 | 101 | 0.84 | 103 | -2 | 6 | -2 | 8
Cc1ccc(-n2ncc(C(=O)Nc3ccc(Cl)cc3)c2C2CCNCC2)cc1C | -0.3 | 20 | 0.0 | 111 | 1.5 | 87 | -13 | 6 | 0 | 18
Cc1ccccc1C(=O)NNC1=NCCC1 | -0.5 | -10 | -0.6 | 97 | 1.1 | 100 | 6 | 6 | -5 | 0
O=C(Nc1ccc(Cl)c(Cl)c1)N1N=CCC1c1ccccc1 (stereo not drawn) | -0.5 | -6 | -0.6 | 98 | 1.1 | 92 | 2 | 2 | -1 | 11
COc1ccccc1NS(=O)(=O)c1ccc(C)c(C(=O)NCC2CCCO2)c1 (stereo not drawn) | -0.2 | -3 | -1.0 | 105 | 0.91 | 100 | -6 | 1 | -1 | 4
COc1cc(NC(=O)c2ccc(F)cc2)c(OC)cc1NC(=O)CN1CCOCC1 | -0.1 | -6 | -1.1 | 95 | 0.59 | 84 | 3 | 20 | -3 | 21
COC(=O)c1sccc1NC(=O)CSc1ccccc1NS(=O)(=O)c1ccccc1Cl | -0.3 | -7 | 1.0 | 96 | 1 | 95 | 5 | -2 | 1 | 8
Cn1c(C(=O)OC(C(=O)NCC2CCCO2)c2cccnc2)cc2sccc21 (stereo not drawn) | 0.2 | -13 | -0.8 | 96 | 0.96 | 97 | 2 | 3 | -2 | 10
O=C1SCCC1NS(=O)(=O)c1ccccc1[N+](=O)[O-] (stereo not drawn) | 0.0 | -6 | 0.3 | 99 | 0.97 | 102 | 0 | -10 | 0 | 0
Clc1ccsc1-c1csc(-c2cccnc2)n1 | -0.1 | -2 | 0.4 | 129* | 2.4 | 131 | -31 | 27 | -6 | -27
O=C1CC(c2ccccc2)CN1C(=O)c1ccccc1 (stereo not drawn) | 0.2 | 12 | 2.6 | 103 | 1.2 | 84 | -4 | -7 | -5 | 20
O=C(NCc1nc2ccccc2[nH]1)C1=C[C@H](C2CCCCC2)C[C@H](OCc2ccc(CO)cc2)O1 | -0.1 | -16 | 0.4 | 102 | 0.71 | · | 0 | 5 | 0 | ·
O=S(=O)(c1cnccc1N1CCN(/N=C/c2ccc(Cl)cc2)CC1)N1CCCCC1 | -0.1 | 10 | 0.2 | 104 | 0.86 | 106 | -4 | -7 | -2 | 1
Cc1ccc(-c2nc3ccccc3[nH]2)cc1NC(=O)c1ccc2c(c1)OCO2 | 0.2 | 8 | -4.3 | 100 | 0.46 | 94 | 0 | 6 | 3 | 14
COc1cc(C(=O)Nc2ccc(OCC(=O)O)cc2)cc(OC)c1OC | -0.1 | 9 | -3.0 | 108 | 1.2 | 98 | -7 | 20 | -1 | 6
Cc1cc(C)c(-c2csc(NC(=O)c3cc([N+](=O)[O-])ccc3N3CCOCC3)n2)c(C)c1 | -0.1 | 0 | · | 96 | 0.75 | 106 | 4 | -15 | 2 | -7
CNC(=O)COC(=O)[C@@H](Nc1ccc(S(=O)(=O)N2CCOCC2)cc1[N+](=O)[O-])C(C)C | -0.2 | 3 | -0.3 | 97 | 1.1 | 101 | 4 | -15 | -1 | -4
CSc1nc2[nH]c3c(c2c2nncn12)CC(C)(C)OC3 | 0.0 | 3 | -0.3 | 99 | 0.87 | 100 | 0 | -11 | -5 | 7
Cc1ccc(C(=O)NCC(=O)Nc2cccc(S(=O)(=O)NC3=NCCCCC3)c2)cc1C | 0.6 | -17 | 0.4 | 91 | 1 | 96 | 10 | -8 | 1 | 14
CS(=O)(=O)N1N=C(c2ccc3nccnc3c2)CC1c1ccccc1 (stereo not drawn) | -0.2 | 14 | 0.8 | 101 | 1.2 | 93 | -1 | -21 | -1 | 19

Single records, as listed above.
Record of `Cc1ccc(C(=O)NCC(=O)Nc2cccc(S(=O)(=O)NC3=NCCCCC3)c2)cc1C` = Hsp70 act: 0.6; TLR4-MyD88 BLA: -17; DTT redox prof: 0.4; STAT1 act: 91; NF-kB neuron act: 1; STAT3 act: 96; STAT1 inh: 10; APP 5'UTR act: -8; Efa HMGR inh: 1; STAT3 inh: 14
Record of `O=C(NCc1nc2ccccc2[nH]1)C1=C[C@H](C2CCCCC2)C[C@H](OCc2ccc(CO)cc2)O1` = Hsp70 act: -0.1; TLR4-MyD88 BLA: -16; DTT redox prof: 0.4; STAT1 act: 102; NF-kB neuron act: 0.71; STAT3 act: ·; STAT1 inh: 0; APP 5'UTR act: 5; Efa HMGR inh: 0; STAT3 inh: ·

Going on with the list:
SMILES | Hsp70 act | TLR4-MyD88 BLA | DTT redox prof | STAT1 act | NF-kB neuron act | STAT3 act | STAT1 inh | APP 5'UTR act | Efa HMGR inh | STAT3 inh
CC(C)Oc1cccc(C(=O)C2CCCN(C(=O)c3noc4c3CCCC4)C2)c1 (stereo not drawn) | -0.2 | -18 | -0.9 | 85 | 0.88 | 98 | 15 | -1 | 2 | 6
Nc1nc(SCc2nc3scc(-c4ccccc4)c3c(=O)[nH]2)n[nH]1 | -0.3 | 0 | -1.6 | 108 | 0.88 | 96 | -8 | -25 | 1 | 10
O=C(ON=C1CCN(S(=O)(=O)c2ccccc2)CC1)c1ccc(Cl)cc1 | -0.3 | 2 | 0.7 | 101 | 1.1 | 96 | -2 | 7 | -8 | 8
CC(C)CCN1CCN(Cc2nc(-c3ccc(F)cc3)cs2)CC1CCO (stereo not drawn) | -0.1 | -6 | -0.9 | 91 | · | 102 | 8 | 15 | 0 | 3
COc1ccc(OC)c(-c2nnc(SCC(=O)NC3CCCCC3)o2)c1 | -0.3 | -3 | 0.1 | 103 | 0.92 | 106 | -2 | 14 | 1 | -7
Fc1ccc2nc3n(c2c1F)CCCCCC3 | -0.1 | -21 | 1.5 | 104 | 1.1 | 105 | -5 | -5 | -5 | 0
NC1=NC(=O)/C(=C/c2ccccc2OS(=O)(=O)c2ccc3ccccc3c2)S1 | -0.3 | -1 | 1.2 | 88 | 1.1 | 102 | 13 | 13 | -4 | -7
CCOC(=O)c1cc(-c2ccccc2)n(CC(=O)Nc2ccc(OCC)cc2)c1C | -0.3 | 4 | -0.5 | 96 | 0.92 | 104 | 4 | -7 | -2 | -4
CC(=O)n1nc(-c2ccccc2)nc1NCc1ccc(F)cc1 | 0.3 | -4 | 0.1 | 107 | 1.6 | 98 | -8 | 31 | -4 | 5
O=C(Nc1ccnc(-c2ccncc2)n1)c1cccs1 | -0.3 | -3 | -0.9 | 105 | 1.1 | 89 | -5 | -6 | -11 | 14
Cc1cc(Cl)ccc1NC(=S)N1CCN(Cc2ccc3c(c2)OCO3)CC1 | -0.6 | -10 | -0.5 | 94 | 1.4 | 93 | 6 | 25 | 4 | 11
O=C(N/N=C/c1ccc(N2CCOCC2)s1)c1ccccc1Br | 0.3 | 9 | 3.3 | 118 | 1.1 | 113 | -19 | -3 | -8 | -10
COc1ccc(CN2CCNC(=O)C2CC(=O)N2CCCCO2)cc1OC (stereo not drawn) | -0.1 | 0 | -0.9 | 96 | 1.1 | 100 | 3 | 18 | 2 | 4
O=C(Nc1nccs1)c1ccc(S(=O)(=O)N2CCOCC2)cc1 | 0.1 | 1 | -0.4 | 110 | 1.2 | 97 | -10 | -14 | -3 | 4
Cc1nc(NC(=O)CCc2ccccc2)ccc1Br | 0.2 | -1 | 0.1 | 114 | 2.2 | 94 | -15 | 12 | 0 | 12
O=C(O)CCCCCNC(=O)CCn1nnc2ccccc2c1=O | -0.4 | 9 | -0.7 | 97 | 1.3 | 102 | 3 | 2 | 2 | 6
CN(C)/C=N/C(=S)Nc1ccccc1F | -0.2 | 1 | -0.2 | 109 | 0.97 | 104 | -5 | 12 | 3 | -5
Cc1ccc(/C=N/NC(=O)c2cc(C)oc2C)o1 | -0.2 | -14 | -0.6 | 103 | 1.3 | 95 | -4 | 0 | -7 | 12
